Bioassay records from PubChem.
Mtb RmlCD inh: inhibitors of Mycobacterium tuberculosis RmlC and RmlD coupled enzymes; P9WH09+P9WH11; RmlC+RmlD coupled enzyme assay, percent inhibition; primary screen in compound mixtures; inhibition, % at 3.6 µM; 160,000 tested, 0.03% active; in the data active = inhibition mostly above about 34%, no sharp cut-off; also: some results filed as inactive read as strong as hits
Target sequence (P9WH09 whole entry, looked up): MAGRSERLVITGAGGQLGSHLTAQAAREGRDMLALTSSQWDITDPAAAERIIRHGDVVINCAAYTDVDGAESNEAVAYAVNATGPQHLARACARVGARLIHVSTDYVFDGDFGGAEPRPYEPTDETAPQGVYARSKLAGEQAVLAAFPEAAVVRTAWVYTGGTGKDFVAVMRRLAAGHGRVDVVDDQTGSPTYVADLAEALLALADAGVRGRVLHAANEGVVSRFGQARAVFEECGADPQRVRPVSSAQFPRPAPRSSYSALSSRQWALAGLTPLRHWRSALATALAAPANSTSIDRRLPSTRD
Target sequence (P9WH11 whole entry, looked up): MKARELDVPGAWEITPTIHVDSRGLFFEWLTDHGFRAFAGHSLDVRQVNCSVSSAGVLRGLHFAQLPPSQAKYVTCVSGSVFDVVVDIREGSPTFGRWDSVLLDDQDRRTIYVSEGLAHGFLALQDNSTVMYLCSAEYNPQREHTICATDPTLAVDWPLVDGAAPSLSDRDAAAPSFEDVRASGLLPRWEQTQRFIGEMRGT
M. tuberculosis GlmU: inhibition of mycobacterial GlmU enzyme – biochemical, glucosamine-1-phosphate acetyltransferase (AID 1376) | M. tuberculosis GlmU acetyltransferase enzyme assay; higher % means a stronger effect | one-dose inhibition, %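 (tested at 30 µM in the primary screen)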; IC50 in µM for titrated hits | 220,000 tested, 0.25% active; in the data active = inhibition above about 13%;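 also: 0% = complete reaction with vehicle and 100% = reaction without substrate; strong numbers were not always called active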
The depositor's hits bear a star; . = no result given; & = joins results of further samples. Not all compounds are listed, so the mix of outcomes need not match the whole.

SMILES,Mtb RmlCD inh,M. tuberculosis GlmU
CCCn1c(SCC(=O)NCc2cccs2)nc2c1c(=O)n(C)c(=O)n2C,-3.8,-1.6%
Cc1ccc(CNC(=O)CSc2nc3ccsc3c(=O)n2Cc2ccccn2)cc1,27.6,-3.1%
Nc1ccc2nc(C3CCCCC3)[nH]c2c1,11.3,0.3%
Cc1nnsc1-c1onc(C)c1C(=O)Nc1cc(Cl)cc(Cl)c1,11.2,-5.2%
COC(=O)c1ccc(-c2nc3ccc(C)cc3o2)cc1,-8.1,0.0%
O=S(=O)(c1cnc[nH]1)N1CCCCCC1,-10.3,-0.7%
CCOC(=O)C1CCCN(C(=O)c2cnn3c(C(F)(F)F)cc(-c4ccccc4)nc23)C1 (stereo unspecified),19.1,5.8%
S=c1[nH]nc(-c2ccccn2)n1/N=C/c1cccc2ccccc12,-9.3,3.2%
Cc1[nH]n(C(N)=S)c(=O)c1C(c1ccccc1)C(C#N)C#N (stereo unspecified),14.2,0.1%
CCS(=O)(=O)NC(C)C(c1cccs1)N1CCN(C)CC1 (stereo unspecified),5.5,2.9%
Cc1sc2nc(C3CC3)nc(SCC(=O)NCc3ccco3)c2c1C,.,4.5%
Cc1c(Cl)cccc1-n1c(SCC(=O)N(C)Cc2ccccc2)nnc1-c1ccncc1,5.2,-0.2%
CN(C)CCCN(C(=O)CCSc1ccccc1)c1nc2cc3c(cc2s1)OCO3,-9.2,-5.1%
CSc1ncccc1C(=O)NCCc1ccccc1,.,1.8%
COc1ccc(-n2c(=S)[nH]c3cc(C(=O)NC4CCCCC4)ccc3c2=O)c(OC)c1,5.9,-0.6%
O=C(NCC1CCCCC1)c1ccco1,.,0.3%
CC(C)NC(=O)CCCC(=O)NC(C)C,53.9,2.6%
Cc1[nH]c(=S)c(C#N)c(C)c1C(=O)Nc1ccccc1,.,4.0%
O=S(=O)(NCC1CCCO1)c1ccc(Cl)c(C(F)(F)F)c1 (stereo unspecified),.,1.1%
CCOP(=O)(OCC)C(Cc1ccccc1)NC(C)=O (stereo unspecified),-9.1,1.5%
O=[N+]([O-])c1cccc2c([As](=O)(O)O)cccc12,7.1,.
CC(C)COc1ccc(C(=O)Nc2ccc([N+](=O)[O-])cc2)cc1,-2.7,3.9%
CC(CCc1ccco1)NC(=O)Nc1cccc(F)c1 (stereo unspecified),.,-0.8%
COC(=O)COc1ccc(Cl)cc1C1Nc2ccccc2C(=O)N1c1ccc(OC)cc1 (stereo unspecified),-2.5,1.6%
CCCCNc1nc2c(c(=O)n(C)c(=O)n2C)n1CCC,.,0.5%
CCc1ccccc1NC(=O)c1ccc(Cn2cc([N+](=O)[O-])cn2)cc1,-10.3,5.1%
CC1CCC(NC(=O)Cn2c3c(c(-c4ccccc4Cl)cc2=O)CCC3)CC1 (stereo unspecified),3.2,-6.0%
CCOC(=O)CC(Nc1nc(N2CCOCC2)nc(N2CCOCC2)n1)c1ccccc1Cl (stereo unspecified),-15.8,2.3%
Cc1nn(CC#N)c(=O)n1-c1ccccc1,.,4.5%
CCOC(=O)c1c(N)sc2c1CCCC2,.,-3.7%
COc1ccc(C(=O)N2CCOC2CNC(=O)C(=O)NCc2ccc3c(c2)OCO3)cc1 (stereo unspecified),.,3.8%
Cc1cccc(C(=O)NC2CCN(C(=S)NCc3ccco3)CC2)c1,.,1.7%
Fc1ccc(C2=CC(c3ccco3)n3nnnc3N2)cc1 (stereo unspecified),.,-2.2%
CC(=O)N1Cc2ccccc2CC1C(=O)N1CCN(c2ccccc2)CC1 (stereo unspecified),-2.4,-0.2%
Cc1cc(-c2nn(C)c(=O)c3ccccc23)cc(C)c1O,8.5,-8.0%
N/C(=N\OC(=O)Cc1cccs1)c1ccccc1,.,8.6%
CC(=O)OCC1=C(C(=O)O)N2C(=O)C(NC(=O)CCn3nc(C)c(Cl)c3C)C2SC1 (stereo unspecified),-14.2,2.9%
Cc1cc2cc(C)c(NCCNC(=O)c3ccccc3F)nc2cc1C,.,5.5%
Cc1ccc(Cl)cc1N1CCN(C(=O)c2ccc3nc[nH]c3c2)CC1,1.2,-4.0%
Cc1nnc(SCc2nnc(-c3cccs3)o2)s1,4.9,2.2%
COc1ccc(OC)c(S(=O)(=O)N2CCc3ccccc32)c1,.,-1.8%
CC(=O)Nc1ccc2c(c1)nc(CCN1CCC(C)CC1)n2C,8.3,2.5%
O=c1[nH]c(=S)n(C2CCCCC2)c(O)c1/C=N/N1CCOCC1,.,2.6%
N#CCc1ccc(NS(=O)(=O)c2ccc(C3CCCCC3)cc2)cc1,.,1.5%
NC(=O)C1CC(=O)N(c2ccc(OCc3ccc(Cl)cc3)cc2)C1 (stereo unspecified),-4.1,-3.1%
Cc1cccc(NC(=O)CSc2nnc(-c3cc(C)n(-c4ccccc4)c3C)o2)c1C,15.0,.
CCc1ccc(-c2cc(C(=O)N/N=C/c3c[nH]c4ccccc34)[nH]n2)cc1,3.1,-2.1%
N#C/C(=C(/O)CN1CCCC1)c1nc(-c2ccccc2)cs1,-0.3,.
CCOC(=O)c1c2n(c3ccc(O)cc13)CCC2,.,1.8%
COC(=O)CNC(=O)c1ccc2c(c1)S(=O)(=O)c1ccccc1C2=O,3.1,-3.6%

(cont.)
SMILES,Mtb RmlCD inh,M. tuberculosis GlmU
COc1ccc(O)c(/C=N/n2c(-c3ccco3)csc2=Nc2cccnc2)c1,.,-2.1%
C/C(N)=C(\C#N)C(=O)NCCc1ccccn1,.,3.1%
O=C1OC(/C(=C\Nc2ccc(F)cc2F)[N+](=O)[O-])c2ccccc21 (stereo unspecified),-10.3,2.6%
CCN1CNC(=S)N(c2cccc(C)c2)C1,-1.1,-1.3%
O=C(NCCCN1CCCC1=O)NC12CC3CC(CC(C3)C1)C2,6.8,2.4%
Cc1cccc(-n2nnc(C(=O)Nc3ccc(F)cc3)c2N)c1,4.2,7.0%
C=CCNC(=S)NNC(=O)C(CCCC)CC(C)O (stereo unspecified),12.6,1.5%
COc1ccccc1N1CCN(C(=O)c2cc(-c3ccc(Cl)c(Cl)c3)on2)CC1,7.3,1.2%
CCOC(=O)CNC(=O)CSc1ncnc2c1cnn2-c1ccccc1,-5.7,.
CC(=O)Nc1cc(NC(C)=O)cc(C(=O)OCC(=O)N2CC(C)OC(C)C2)c1 (stereo unspecified),4.9,-1.0%
CCCN(C(=O)CSc1nc2c(cnn2-c2ccccc2)c(=O)[nH]1)C1CCS(=O)(=O)C1 (stereo unspecified),-1.1,-6.6%
O=C1C=C(NCC2CCCO2)CC(c2ccccc2)C1 (stereo unspecified),-3.5,1.2%
CCOc1ccc2[nH]c3c(=O)n(CCc4ccc(OC)cc4)cnc3c2c1,.,1.5%
CC(C)(C)C(=O)/C(C#N)=C/c1ccc(O)cc1,-11.8,-2.5%
CC(C)COP(=O)(c1ccc(N(C)C)cc1)C(O)c1ccncc1 (stereo unspecified),5.5,.
COC(=O)c1sccc1NC(=O)Nc1ccc(Cl)c(Cl)c1,13.3,-0.1%
C=CCn1c(=O)c2c3c(sc2n2c(Nc4ccc(C(=O)OCC)cc4)nnc12)CCCC3,-5.1,-1.1%
C=CCNC(=O)c1onc(CSc2cccc(Cl)c2)c1C(=O)O,.,2.4%
COc1ccccc1NC(=O)c1nn(-c2ccc(F)c(F)c2)ccc1=O,.,0.4%
CCN(CC)S(=O)(=O)c1ccc(Cl)c(NC(=O)c2cc(Cl)cc(Cl)c2)c1,-4.5,-4.8%
CCc1ccc(CCC(=O)Nc2sc(C)c(C)c2C(=O)OC)o1,-13.5,2.5%
Cc1ccc(C(=O)n2nc(-c3ccccc3)nc2NCc2ccco2)cc1,-3.9,-3.6%
COc1ccc(-c2csc(CCN3N=C(C)CC3=O)n2)cc1,4.6,-1.2%
CCOC(=O)CN(C(=O)Cn1nnc(-c2ccc(OC)cc2)n1)C(C(=O)NC1CCCC1)c1ccc(F)cc1 (stereo unspecified),.,0.5%
COc1ccc(CC(=O)OCn2nnc3ccccc3c2=O)cc1,2.8,2.9%
Cc1nnc(SCC(=O)N2CCOCC2)[nH]c1=O,-6.8,-2.5%
Cc1ccc(S(=O)(=O)Nc2c(C)n(C)n(-c3ccccc3)c2=O)cc1,2.9,-0.7%&-0.9%
Cn1cc(SCC(=O)N2CCOCC2)c2ccccc21,5.1,2.4%
CCOC(=O)c1[nH]c(C)c(C(=O)NCc2cccnc2)c1C,12.8,5.5%
Cc1csc(CN(C)C(=O)CC2C(=O)NCCN2CC(C)(C)C)n1 (stereo unspecified),-2.2,-1.3%
COc1ccc(OC)c(Nc2nc(-c3sc(NC(=O)C(C)(C)C)nc3C)cs2)c1,9.9,3.0%
CC(C)(C)c1ccccc1OCC(=O)NCCC(=O)O,.,-0.3%
O=c1[nH]c(CSc2nnc(-c3ccccc3)n2C2CCCCC2)nc2ccccc12,13.6,3.4%
Cc1noc(C)c1S(=O)(=O)NCCN1CCN(c2ccccc2)CC1,8.8,-4.5%
Cc1ccc2[nH]c(=O)c(CN(CCCN(C)C)C(=O)Nc3cccc(Cl)c3)cc2c1,.,-16.0%
O=C(Nc1ccc(S(=O)(=O)N2CCOCC2)cc1)c1ccc(CN2CCc3ccccc3C2)cc1,-6.0,1.5%
COC(=O)c1cc(COC(=O)c2ccc3ccccc3n2)oc1C,.,-0.1%
Cc1ccc(OCCCN2C(=O)C(=O)c3cccc(C)c32)cc1,1.9,-3.8%
O=S(=O)(N1CCCCCC1)N1CCN(S(=O)(=O)N2CCOCC2)CC1,11.2,-2.6%
CCN=C1SC(C(=O)Nc2ccc(OC)cc2)CC(=O)N1CC (stereo unspecified),.,1.2%

4 entries from above, field by field.
> COC(=O)c1cc(COC(=O)c2ccc3ccccc3n2)oc1C
  Mtb RmlCD inh: . | M. tuberculosis GlmU: -0.1%
> Cc1ccc(OCCCN2C(=O)C(=O)c3cccc(C)c32)cc1
  Mtb RmlCD inh: 1.9 | M. tuberculosis GlmU: -3.8%
> O=S(=O)(N1CCCCCC1)N1CCN(S(=O)(=O)N2CCOCC2)CC1
  Mtb RmlCD inh: 11.2 | M. tuberculosis GlmU: -2.6%
> CCN=C1SC(C(=O)Nc2ccc(OC)cc2)CC(=O)N1CC (stereo unspecified)
  Mtb RmlCD inh: . | M. tuberculosis GlmU: 1.2%

(listing goes on)
SMILES,Mtb RmlCD inh,M. tuberculosis GlmU
c1ccc(OCCOCCN2CCc3ccccc3C2)cc1,5.7,1.4%
COc1ccc(C(=O)CSc2nn3c(=O)c(C(C)(C)C)nnc3s2)cc1,7.3,1.2%
O=C(CN1CCN(Cc2ccccc2)CC1)Nc1cccc(C(F)(F)F)c1,.,-0.1%
CCOC(=O)c1c(C)c(C(=O)NCc2ccc3c(c2)OCO3)c(C)n1CC,-3.7,2.4%
O=C(CC1CCCCC1)NC1CCCC1,.,-5.1%
O=c1nc2s/c(=C\c3ccco3)c(=O)n2nc1Cc1ccc(F)cc1,.,2.4%
CCCCOc1ccccc1C(=O)NCCCC(=O)O,-3.2,2.1%
Cc1ccccc1N(Cc1ccccc1F)S(C)(=O)=O,.,2.7%
CC[N+]1=CN(c2ccccc2)C(C)=CC1(C)C,-11.5,-6.0%
Cc1csc2nc(CCNS(=O)(=O)c3cccs3)cn12,.,7.9%
Cc1cc(NC(=O)c2cnn3c(C(F)(F)F)cc(-c4ccc(Br)cc4)nc23)no1,9.3,5.2%
NS(=O)(=O)c1cccc(NC(=O)c2cccnc2Oc2ccccc2)c1,63.5,0.4%
O=C(CN1CCN(c2nc(-c3ccc(F)cc3)cs2)CC1)Nc1ccc2c(c1)OCO2,.,-8.1%
c1ccc(Cc2noc(CN3CCCC(CN4CCOCC4)C3)n2)cc1 (stereo unspecified),-12.6,0.2%
Cn1c(N)c(C(=O)COC(=O)[C@H](Cc2ccccc2)N2C(=O)c3ccccc3C2=O)c(=O)n(C)c1=O,.,2.5%
Cc1cnc(C(=O)OCC(=O)Nc2oc(-c3ccccc3)c(-c3ccccc3)c2C#N)cn1,11.3,0.2%
COc1ccc(NC(=O)Nc2ccc3c(c2)N(C)C(=O)CS3)cc1OC,8.2,0.2%
CC(C)NC(=O)COC(=O)C1CSC2(c3ccc(Br)cc3)CCC(=O)N12 (stereo unspecified),6.0,7.6%
CN1/C(=C\C(=O)COC(=O)CNC(=O)c2ccc3ccccc3c2)C(C)(C)c2ccccc21,-10.9,-5.9%
CCCCCCCCNC(=O)c1ccc(C)cc1,-7.8,4.0%
O=c1c2cnn(-c3ccccc3)c2nc(-c2cccs2)n1-c1ccc(Br)cc1,.,-1.9%
Fc1ccccc1SCc1nnc(-c2ccccc2Br)o1,-2.0,-0.5%
CC(=O)NC(C)CCc1ccccc1 (stereo unspecified),63.5,-1.0%
COc1ccc(CNC(=O)COC(=O)CCOc2ccccc2)cc1,5.9,-0.7%
Cc1csc2c(=O)[nH]cnc12,.,-1.6%
O=C(CCNS(=O)(=O)c1ccc(Cl)cc1)NCc1ccccn1,-4.1,-0.9%
Cc1ccc(NC(=O)CSc2nnc(-c3ccccn3)n2C)cc1,.,-7.6%
O=C(C1=C(O)C(=O)N(c2ncccn2)C1c1ccc(Cl)c(Cl)c1)c1ccco1 (stereo unspecified),-6.3,2.5%
CCCn1c2c(c(=N)c3c1CCC3)CCCC2,11.6,3.0%
CC12CCC(C(=O)N3CCN(c4ccccc4)CC3)(CC1=O)C2(C)C (stereo unspecified),.,-0.8%
Cc1oc2c(CN3CCCC3)c(O)ccc2c(=O)c1-c1ccccc1,.,-3.4%
